# Assay outcomes from PubChem BioAssay.
# KOR beta-arrestin-1 – KOR agonists, beta-arrestin recruitment, primary screen, cell-based, luminescence, uHTS (AID 1777); KOR beta-arrestin recruitment, luminescence; higher % means a stronger effect; Kappa-type opioid receptor (Homo sapiens); one-dose activation, % at 10 µM; EC50 in µM for titrated hits; 280,000 compounds, 0.02% hits; in the data active = activation above about 50%, passing the limit was not always enough; note: a part of the inactive calls stands beside numbers as strong as those of hits
# GPR35 antagonists – GPR35 antagonists blocking zaprinast-driven arrestin recruitment, primary screen, imaging, U2OS, beta-arrestin-GFP, zaprinast agonist (AID 2058). G-protein coupled receptor 35 (Homo sapiens). U2OS GPR35 beta-arrestin-GFP translocation imaging, zaprinast antagonism; higher % means a stronger effect. inhibition, % at 10 µM, or IC50 in µM where a hit was titrated. 290,000 compounds, 0.052% hits;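 active = inhibition of at least 50% with at least 30 cells and total cytoplasm GFP at most 10,000,000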
# KOR beta-arrestin-2 – KOR antagonists, beta-arrestin recruitment, cell-based, luminescence, uHTS (AID 1778); Kappa-type opioid receptor (Homo sapiens); KOR beta-arrestin recruitment, luminescence, antagonist mode; higher % means a stronger effect; inhibition, % at 10 µM; hits with a dose series show IC50 in µM; 290,000 compounds, 0.091% hits; in the data active = inhibition above about 50%; note: strong numbers were not always called active
# T cell modulator – modulators of CD8 T cell-vesicle binding, primary screen, mouse 2C CD8+ T cells, flow cytometry | 2C CD8+ T cell-vesicle binding; hits give low values | AID 2052, 2009 | calls only at 7 µM | 330,000 compounds, 0.068% hits;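 active = response, share of CD8 T cells binding vesicles, and their 90th percentile fluorescence all below set limits, cut at about 80% in these data, passing the limit was not always enough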
#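 material = purified 2C TCR transgenic mouse naive CD8+ T cells | controls = Unloaded micro-vesicles (low), QL9 vesicles with 0.7% DMSO (high) | detection = cytometric PE anti-B7-1 and Alexa647 anti-CD8 signals after 1% paraformaldehyde fixation | incubation = binding step 1.5 h, 37 °C, antibody labelling 20 min, ice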
# GPR55 antagonists – GPR55 antagonists blocking LPI-driven arrestin recruitment, primary screen, imaging, U2OS, beta-arrestin-GFP, LPI agonist (AID 2013); one-dose inhibition, % at 10 µM; IC50 in µM for titrated hits; U2OS GPR55 beta-arrestin-GFP translocation imaging, LPI antagonism; higher % means a stronger effect; G-protein coupled receptor 55 (Homo sapiens); 290,000 compounds, 0.13% hits;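 active = spots per cell inhibited over 60%, with over 100 cells counted and total cytoplasm intensity under 500,000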;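 note: U2OS cells stably carrying GPR55 and arrestin-GFP stimulated by 5 µM LPI near EC80; imaged beta-arrestin-GFP aggregate spots per cell after agonist stimulation; plate controls were LPI-stimulated DMSO wells for no effect and DMSO wells without LPI for full effect; some results filed as inactive read as strong as hits; confirmed hits need IC50 under 10 µM and bright autofluorescent wells are also inconclusive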
# NTR1 agonist – agonists of NTR1, primary screen, imaging, U2OS cells, beta-arrestin-GFP, high content (AID 493036); Neurotensin receptor type 1 (Homo sapiens), P30989; NTR1-U2OS beta-arrestin-GFP spot imaging, agonist mode; activation, % at 20 µM; 330,000 compounds, 0.17% hits;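 active = activation at or above 40% of the spot to cytoplasm intensity ratio, with at least 20 cells analyzed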;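 note: 0% = DMSO without peptide and 100% = 100 nM NTR1 peptide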
# Target sequence (P30989 whole entry, looked up): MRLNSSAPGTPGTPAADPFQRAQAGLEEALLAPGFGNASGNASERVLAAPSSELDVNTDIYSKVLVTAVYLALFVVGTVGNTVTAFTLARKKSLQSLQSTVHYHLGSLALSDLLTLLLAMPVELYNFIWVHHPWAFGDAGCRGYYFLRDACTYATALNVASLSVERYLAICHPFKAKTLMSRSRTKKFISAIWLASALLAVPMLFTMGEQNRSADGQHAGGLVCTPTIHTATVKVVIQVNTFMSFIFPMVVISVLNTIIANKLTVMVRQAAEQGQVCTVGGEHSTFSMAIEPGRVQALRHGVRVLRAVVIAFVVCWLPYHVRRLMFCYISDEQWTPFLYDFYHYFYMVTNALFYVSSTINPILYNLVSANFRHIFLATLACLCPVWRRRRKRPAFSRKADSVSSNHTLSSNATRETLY
# West Nile antiviral – West Nile virus antiviral activity, cell-based, CPE readout (AID 1621). West Nile virus-infected cells, CPE inhibition; higher % means a stronger effect. CPE inhibition, % at 10 µM; hits with a dose series show IC50 in µM. 290,000 compounds, 0.02% hits; in the data active = a potency from the dose series; note: strong numbers were not always called active
# PhoP inhibition – inhibitors of PhoP regulon expression, primary screen, Salmonella Typhimurium, GFP reporter (AID 1863). inhibition, % at 50 µM; hits with a dose series show IC50 in µM. S. Typhimurium PhoP-regulated promoter GFP reporter, 4 h; higher % means a stronger effect. 300,000 compounds, 0.16% hits;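 active = inhibition over 29.93%, a cutoff 3 SD above the screen mean, later confirmed by dose response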;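 note: 0% = low Mg2+ inducing control and 100% = high Mg2+ repressing control; strong numbers were not always called active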
# GPR55 beta-arrestin – GPR55 agonists via beta-arrestin recruitment, primary screen, imaging, U2OS cells, beta-arrestin-GFP redistribution (AID 1961). U2OS GPR55 beta-arrestin-GFP redistribution imaging; higher % means a stronger effect. G-protein coupled receptor 55 (Homo sapiens). 290,000 compounds, 0.048% hits. activation, % at 10 µM; hits with a dose series show EC50 in µM;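 active = activation above 40% with more than 50 cells counted in the well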;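 note: U2OS osteosarcoma cells stably expressing GPR55 and beta-arrestin-GFP; plate controls were DMSO negative control for no effect and LPI positive control for full effect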
# T cell modulator vesicle-bound % – second read-out of T cell modulator, no call of its own (marks repeat the call); double positive events, %; measured here: CD8+ vesicle-bound cell fraction;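 binding gate set so that unloaded-vesicle control wells show 10% double positive cells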
# NTR1 agonist cell count 20 µM – also measured in NTR1 agonist; calls as there; cell count; measured here: cell count, cytotoxicity flag
# The depositor's hits bear a star; i = inactive; / = not tested or not shown; [ ] = dose if it differs, or a comment.
# Each structure is followed by: KOR beta-arrestin-1	GPR35 antagonists	KOR beta-arrestin-2	T cell modulator	T cell modulator vesicle-bound %	GPR55 antagonists	NTR1 agonist	NTR1 agonist cell count 20 µM	West Nile antiviral	PhoP inhibition	GPR55 beta-arrestin
O=c1oc2ccccc2nc1/C=C(\O)c1ccccc1
 : 0.8%	-3.9%	9.2%	i	28.0	14.6%	0.2	51	0.3%	-1.7%	-0.1%
OCCCCC#Cc1c(-c2ccsc2)sc2ccccc12
 : -2.8%	4.2%	-33.4%[20 µM]	i	13.3	1.5%	10.5	53	-0.3%	13.0%	-0.3%
COc1ccc(C/C(N)=N/OC(=O)c2cccs2)cc1
 : 3.0%	3.1%	18.5%	i	51.2	4.4%	0.8	44	0.2%	10.1%	-0.4%
Cc1nc2ccccc2c(=O)n1NC(=O)c1c(O)c2c(n(CC(C)C)c1=O)CCCC2
 : -4.5%	-5.6%	-25.3%	i	51.7	1.7%	0.8	57	-0.8%	5.0%	0.3%
COc1ccc(-c2c[n+]3c(n2-c2ccc(C)cc2)CCCCC3)cc1
 : 1.5%	-5.2%	-11.1%	i	14.4	7.1%	2.8	52	-1.1%	1.3%	0.9%
COC(=O)C1CCN(C2CC(=O)N(c3cc(C)cc(C)c3)C2=O)CC1 (stereo unspecified)
 : -1.6%	-4.9%	-0.9%	i	27.3	17.9%	-1.2	67	-0.6%	-0.7%	-0.8%
COCCOC(=O)C1=C(C)N(c2ccccc2)C(=S)NC1c1ccccc1C(F)(F)F (stereo unspecified)
 : -1.2%	1.7%	-15.5%	i	20.8	-22.0%	1.8	41	-1.3%	6.8%	-0.3%
N#Cc1ccc(Nc2ccccc2)c(N)c1
 : 4.2%	-1.0%	3.7%	i	41.8	-6.6%	-0.1	65	0.9%	-1.0%	-0.1%
N#Cc1ncc(Cc2ccccc2)nc1C#N
 : -3.1%	-7.6%	-50.1%[20 µM]	i	23.6	-5.1%	7.3	53	-1.2%	8.1%	1.2%
Cc1ccc(S(=O)(=O)N2CCN=C2SCc2ccc(Cl)c(Cl)c2)cc1
 : 4.1%	-14.1%	-35.0%	i	42.4	7.4%	0.6	60	-1.8%	-11.5%	-0.2%
COc1ccc(C2NC(=S)NC(C)=C2C(=O)c2ccccc2)cc1OC (stereo unspecified)
 : -4.0%	-3.1%	11.1%	i	38.6	0.5%	0.5	70	-0.6%	-4.8%	-0.2%
Cc1ccc(C(C(=O)NC2CCCCC2)N(C(=O)c2csnn2)C2CC2)o1 (stereo unspecified)
 : 3.3%	7.5%	1.6%	i	25.4	-5.1%	-1.0	69	-0.4%	5.7%	-0.2%
COc1ccc(-c2ccc(C3C(C#N)=C(N)Oc4n[nH]c(C)c43)o2)cc1 (stereo unspecified)
 : 2.7%	-2.4%	-38.3%	i	32.7	-2.6%	1.5	79	-0.1%	5.1%	0.3%
O=C(Nc1nncs1)c1ccc2c(c1)OCO2
 : -5.3%	8.4%	-20.4%	i	14.3	-1.9%	1.6	55	-0.6%	8.4%	0.3%
O=C(NCCOc1ccc(F)cc1)C1CCC(=O)N(CCN2CCOCC2)C1 (stereo unspecified)
 : 1.0%	0.2%	12.0%	i	62.3	3.3%	1.4	81	-0.3%	-4.8%	0.0%
CCOc1ccc(C(=O)NCC(=O)OCc2cc([N+](=O)[O-])cc3c2OCOC3)cc1OCC
 : -6.1%	-10.1%	34.9%	i	40.0	-3.0%	-1.1	88	-0.4%	-3.9%	-0.2%
COc1ccc(N2CC(O)=C(c3nc(C)cs3)C2=N)cc1
 : -0.4%	12.7%	-7.5%	i	15.5	-1.0%	3.7	53	-0.3%	-8.9%	-0.3%
COc1ccc(NC(=O)c2cc3ccccc3cc2OC)cc1
 : -1.2%	2.3%	-32.4%[20 µM]	i	52.0	6.1%	3.0	70	-0.9%	-2.0%	0.3%
O=C(CNC(=S)N(CCCN1CCOCC1)Cc1cccs1)N1CCCC1
 : -3.3%	-3.0%	13.0%	i	31.2	6.9%	-0.2	48	0.6%	5.2%	-0.4%
CCOC(=O)CSc1nc2c(c(=O)[nH]c(=O)n2C)n1C/C=C(/C)Cl
 : -1.9%	-1.1%	-31.1%	i	32.6	6.4%	1.6	53	0.6%	10.2%	-0.2%
CC(C)C(C(=O)Nc1nccs1)c1ccccc1 (stereo unspecified)
 : -6.2%	9.6%	22.3%	i	50.4	3.3%	-1.4	31	0.1%	-5.3%	0.1%
CCn1nc(C)c(Br)c1-c1nc(-c2cccc(C)c2)no1
 : 7.6%	8.1%	-20.2%	i	21.2	7.6%	4.9	50	0.0%	-1.5%	0.4%
Cn1cc(C(=O)NCc2ccc(F)cc2)c(=O)c2cc(S(=O)(=O)N3CCCCC3)ccc21
 : -1.1%	2.5%	23.3%	i	43.3	3.9%	1.3	82	-0.9%	2.9%	0.2%
CCCCCCCC(=O)Nc1cc(C(=O)NCc2ccc(C)cc2)ccc1N1CCC2(CC1)CC(c1ccccc1)=NO2
 : -2.0%	4.2%	4.4%[20 µM]	i	38.8	6.9%	-3.9	92	1.1%	1.1%	-0.2%
O=C(C1CCN(c2nc3nonc3nc2N2CCCCC2)CC1)N1CCOCC1
 : -0.6%	-2.5%	-14.9%	i	43.5	3.9%	0.5	65	0.1%	1.1%	-0.2%
CCOc1ccc(Br)cc1S(=O)(=O)Nc1cccnc1
 : -2.2%	10.8%	6.3%	i	19.6	0.1%	-0.7	55	0.4%	-0.5%	0.7%
CCOc1ccc(NC(=O)CCC(=O)NNC(=O)c2ccccc2Cl)cc1
 : -4.7%	-4.0%	-6.4%	i	14.8	-7.6%	3.5	75	0.0%	-1.5%	-0.1%
CSc1ccccc1NC(=O)Cn1nc([N+](=O)[O-])cc1C
 : 0.3%	-0.8%	-30.1%	i	65.7	4.1%	0.3	52	0.2%	6.2%	0.5%
CN1CCN(CC(=O)n2c3c(c4ccccc42)CCCC3)CC1
 : -2.2%	-2.4%	-14.2%	/	/	4.2%	0.6	36	0.8%	-5.1%	1.3%
O=c1c(O)cccc2cc(O)c(O)c(O)c12
 : -3.5%	-8.1%	5.7%	i	30.4	2.7%	3.7	60	0.0%	27.5µM*	0.2%
CCN1CCN(c2ncc(C(=O)N3CCCc4ccccc43)c3ccccc23)CC1
 : 1.2%	-5.4%	0.0%	i	16.2	2.3%	-8.7	7	-0.5%	0.2%	-0.2%
COc1ccc(/C=C\c2cc(OC)c(OC)cc2CC[N+](C)(C)C)cc1OC
 : -5.0%	-6.3%	-1.3%	i	32.8	-6.1%	-0.8	73	0.5%	4.5%	-0.1%
CCOc1ccc(-n2c(SCC(N)=O)nnc2-c2cccnc2)cc1
 : -2.1%	0.7%	22.4%	i	21.9	-1.2%	-0.8	50	0.1%	-1.5%	-0.2%
CN(C(=O)COC(=O)COc1ccccc1F)C1CCS(=O)(=O)C1 (stereo unspecified)
 : -1.6%	0.6%	6.5%	i	22.5	-3.4%	0.4	88	-0.4%	12.2%	-0.2%
FC(F)(F)c1cc(-c2ccccc2)nc(NCc2cccs2)n1
 : 0.9%	-11.3%	28.0%	i	0.0	9.6%	11.3	31	-1.0%	-0.7%	-0.2%
Cc1cc(Cl)cc2sc(NC(=O)c3ccco3)nc12
 : -4.8%	-4.0%	-21.7%[20 µM]	i	25.0	1.8%	-0.8	94	-0.5%	/	0.0%
CCCN(CCC)c1nc(Cl)nc(NCCN2CCOCC2)n1
 : -1.7%	-10.0%	-14.1%	i	53.8	-13.8%	1.7	47	-0.9%	2.2%	0.5%
CCCCCn1c(=O)c(Cc2ccccc2)c(O)c2ccccc21
 : 4.5%	-11.8%	36.7%	i	25.2	1.7%	0.4	93	0.0%	-6.5%	-0.2%
Cc1n[nH]c(=S)n1-c1cccc(Cl)c1
 : 1.8%	-1.9%	-6.1%	i	19.4	-4.2%	0.7	63	0.4%	-6.9%	0.0%
Cc1ccc(C(=O)NCCN2CCOCC2)c(Cl)c1
 : -4.2%	-2.2%	-31.7%[20 µM]	i	37.3	-8.9%	0.5	67	-1.1%	11.1%	-0.1%
Nc1nnnn1/N=C/c1cc(Cl)cc(Cl)c1OCc1ccc(Cl)cc1Cl
 : -6.5%	0.1%	-5.1%	i	39.2	14.9%	-0.6	39	0.5%	-3.6%	-0.1%
Cc1nc(CCNC(=O)COc2ccccc2)cs1
 : 0.3%	-7.3%	19.3%	i	36.0	-5.5%	0.3	60	-0.1%	-5.8%	0.5%
COc1ccc(Oc2nc(-c3ccccn3)ncc2OC)cc1
 : -0.8%	2.2%	0.4%	i	59.6	7.9%	-0.9	40	-0.1%	9.2%	-0.2%
COc1cccc(C2/C(=C(\O)c3c(C)nc4c(C)cccn34)C(=O)C(=O)N2CCCN(C)C)c1OC (stereo unspecified)
 : 5.0%	5.2%	-28.5%	/	/	4.5%	/	/	/	/	-0.1%
CC1CCN(C(=O)/C(=C\c2ccco2)NC(=O)c2ccccc2)CC1
 : -1.3%	2.2%	9.9%	i	34.9	6.5%	-0.5	55	-0.5%	6.0%	-0.4%
COCCn1c(SCC(=O)Nc2cccc(F)c2)nc2c(c1=O)SCC2
 : 4.9%	-2.7%	-2.8%	i	73.1	9.9%	1.0	74	-0.8%	-9.2%	-0.1%
Cc1ccc(Sc2cc(C(F)(F)F)nc(N(C)C)n2)cc1
 : -0.6%	13.1%	15.0%	i	30.9	10.3%	6.2	80	0.1%	4.7%	-0.2%
NC(=O)COc1cccc2cccnc12
 : -7.1%	-0.9%	26.3%	i	29.9	-4.3%	-0.7	61	1.0%	5.4%	-0.2%
Cc1ccccc1-c1nc(CN2CCC(C(=O)N3CCC(C(N)=O)CC3)CC2)c(C)o1
 : -2.9%	-14.8%	31.8%	i	10.6	2.0%	-0.6	93	-0.1%	11.2%	0.2%
O=C(Nc1cccs1)Nc1ccc(F)cc1F
 : -4.1%	-4.1%	20.3%	i	36.2	0.4%	-2.0	46	-0.6%	-0.6%	-0.2%
Cc1ccc(OC(C)C(=O)Nc2ccccc2C(=O)N2CCN(C)CC2)cc1 (stereo unspecified)
 : -1.1%	-4.6%	-26.3%	i	16.2	0.5%	2.1	56	0.5%	4.6%	-0.2%
